Bioassay records from PubChem.
BioA inh: M. tuberculosis BioA enzyme inhibitors, primary screen, biochemical, plate reader, single point, HTS | 7,8-diaminopelargonic acid synthase BioA (Mycobacterium tuberculosis) | purified M. tuberculosis BioA enzyme | inhibition, % at 9.99 µM | 360,000 compounds, 0.096% hits; in the data active = inhibition above about 40%
* marks the source's active call; other numbers are inactive results; & = joins results of further samples. These rows are one share of the data; the hit share may differ from the screen's.

C[C@@H]1CN([C@@H](C)CO)C(=O)c2cc(C#CC3(O)CCCC3)cnc2O[C@H]1CN(C)S(=O)(=O)c1cccc(F)c1
  BioA inh: 2.6
C[C@H]1CN([C@@H](C)CO)S(=O)(=O)c2ccc(C#CC3CC3)cc2O[C@H]1CN(C)Cc1cccnc1
  BioA inh: 1.7
CN(C)CC(=O)N[C@@H]1CC[C@H](CCn2cc(C3CCCC3)nn2)O[C@H]1CO
  BioA inh: -0.6
C[C@H]1CN([C@@H](C)CO)C(=O)c2cc(-c3cccc(F)c3)cnc2O[C@H]1CN(C)S(=O)(=O)c1cccc(F)c1
  BioA inh: 3.5
O=C(C[C@H]1CC[C@@H](NC(=O)c2ccc(F)cc2)[C@@H](CO)O1)NCc1ccncn1
  BioA inh: -2.2
C[C@H](CO)N1C[C@H](C)[C@H](CN(C)C(=O)Nc2ccc3c(c2)OCO3)OCCCC[C@H](C)Oc2ccc(NC(=O)c3ccccc3)cc2C1=O
  BioA inh: -0.7
CN1c2ccc(-c3ccc(F)cc3)cc2[C@H]2[C@H](CCN2S(=O)(=O)c2cccc(F)c2)[C@@H]1CO
  BioA inh: -1.1
CO[C@H]1CN(C)C(=O)c2ccc(NC(=O)C3CCCCC3)cc2OC[C@@H](C)N(C)C[C@H]1C
  BioA inh: 0.1
O=C(C[C@@H]1CC[C@H]2[C@@H](COC[C@@H](O)CN2Cc2cccc(Cl)c2)O1)NCc1cccc(F)c1
  BioA inh: 0.0
COC(=O)[C@H]1[C@H](CO)[C@H]2Cn3c(ccc(C4=CCCC4)c3=O)[C@H]2N1C(=O)Cc1cccnc1
  BioA inh: -7.5
CN(C)C(=O)c1ccc(-c2ccc3c(c2)[C@@H]2[C@@H](CCN2S(=O)(=O)c2cn(C)cn2)[C@H](CO)N3)cc1
  BioA inh: 3.2
CCC(=O)N1C[C@@H](O)COC[C@@H]2O[C@H](CC(=O)NC)CC[C@H]21
  BioA inh: -1.2
CN(C)C(=O)C[C@H]1CC[C@H]2[C@@H](COC[C@@H](O)CN2C(=O)C2CCCC2)O1
  BioA inh: -0.5
CO[C@@H]1CN(C)C(=O)c2cc(NC(=O)C3CCOCC3)ccc2OC[C@@H](C)N(Cc2nccs2)C[C@H]1C
  BioA inh: -0.9
C[C@H](CO)N1C[C@H](C)[C@H](CN(C)C(=O)C2CCCCC2)OCc2cnnn2CCCC1=O
  BioA inh: -2.2&0.3
C[C@@H]1CN([C@H](C)CO)C(=O)Cc2cc(NC(=O)c3ccncc3)ccc2O[C@H]1CN(C)S(=O)(=O)c1ccccc1
  BioA inh: 0.8
CNC[C@@H]1Oc2c(NC(=O)C3CCCCC3)cccc2C(=O)N([C@@H](C)CO)C[C@H]1C
  BioA inh: -2.3
COc1ccc(NC(=O)N(C)C[C@@H]2OCCCC[C@H](C)Oc3ccc(NS(=O)(=O)c4ccccc4)cc3C(=O)N([C@H](C)CO)C[C@H]2C)cc1
  BioA inh: -1.5
C[C@@H]1CN([C@@H](C)CO)S(=O)(=O)c2ccc(C3=CCCC3)cc2O[C@@H]1CN(C)Cc1cccc(C(=O)O)c1
  BioA inh: -0.6
CO[C@H]1CN(C)C(=O)c2ccc(NC(=O)Cc3ccccc3)cc2OC[C@H](C)N(C(C)=O)C[C@@H]1C
  BioA inh: 4.8
CC(C)NC(=O)N(C)C[C@H]1Oc2ccc(N(C)C)cc2C(=O)N([C@@H](C)CO)C[C@H]1C
  BioA inh: -2.4
O=C(C1CCC1)N1CCCCN2[C@H](CO)[C@H](c3ccc(-c4cccc(F)c4)cc3)[C@H]2C1
  BioA inh: -1.0
COC(=O)[C@H]1[C@H](CO)[C@H]2Cn3c(ccc(-c4ccncc4)c3=O)[C@@H]1N2CCc1ccccc1
  BioA inh: 2.4
COc1ccc(NC(=O)Nc2ccc3c(c2)C(=O)N([C@H](C)CO)C[C@@H](C)[C@@H](CN(C)C(=O)CCCN(C)C)OCCCC[C@@H](C)O3)cc1
  BioA inh: -4.5
COc1ccc(S(=O)(=O)N(C)C[C@@H]2OCCCC[C@@H](C)Oc3ccc(NS(=O)(=O)c4ccccc4)cc3C(=O)N([C@H](C)CO)C[C@H]2C)cc1
  BioA inh: -3.8

Among those listed so far, 3 contain an aryl methoxy group.
COc1ccc(NC(=O)N(C)C[C@@H]2OCCCC[C@H](C)Oc3ccc(NS(=O)(=O)c4ccccc4)cc3C(=O)N([C@H](C)CO)C[C@H]2C)cc1
  BioA inh: -1.5
COc1ccc(NC(=O)Nc2ccc3c(c2)C(=O)N([C@H](C)CO)C[C@@H](C)[C@@H](CN(C)C(=O)CCCN(C)C)OCCCC[C@@H](C)O3)cc1
  BioA inh: -4.5
COc1ccc(S(=O)(=O)N(C)C[C@@H]2OCCCC[C@@H](C)Oc3ccc(NS(=O)(=O)c4ccccc4)cc3C(=O)N([C@H](C)CO)C[C@H]2C)cc1
  BioA inh: -3.8

(cont.)
COCC(=O)N(C)C[C@@H]1Oc2cc(-c3cccc(F)c3)ccc2S(=O)(=O)N([C@H](C)CO)C[C@H]1C
  BioA inh: 2.7
CN1c2ccc(Br)cc2[C@@H]2[C@@H](CCN2S(=O)(=O)c2cccc(F)c2)[C@H]1CO
  BioA inh: -0.7
CNC[C@@H]1OCCCC[C@@H](C)Oc2ccc(NC(=O)Nc3cccc4ccccc34)cc2C(=O)N([C@@H](C)CO)C[C@H]1C
  BioA inh: -0.6
CC(C)CC#Cc1cnc2c(c1)C(=O)N([C@@H](C)CO)C[C@@H](C)[C@H](CN(C)C(=O)c1cnccn1)O2
  BioA inh: 1.3
C[C@@H]1CN([C@@H](C)CO)C(=O)c2cc(NC(=O)C3CC3)ccc2O[C@@H]1CN(C)S(=O)(=O)c1ccc(Cl)cc1
  BioA inh: 0.1
CCCNC(=O)N(C)C[C@H]1Oc2cc(C#C[C@H](C)O)ccc2S(=O)(=O)N([C@H](C)CO)C[C@@H]1C
  BioA inh: -2.1
Cc1noc(C)c1NC(=O)Nc1ccc2c(c1)C(=O)N([C@H](C)CO)C[C@@H](C)[C@H](CN(C)Cc1ccc(C(F)(F)F)cc1)O2
  BioA inh: 1.3
C[C@H]1CN([C@@H](C)CO)C(=O)Cc2cc(NC(=O)CCN3CCOCC3)ccc2O[C@H]1CN(C)CC1CC1
  BioA inh: -0.1
CO[C@H]1CN(C)C(=O)c2cc(NS(C)(=O)=O)ccc2OC[C@H](C)N(C(=O)C2CC2)C[C@H]1C
  BioA inh: -1.1
CCNC(=O)C[C@H]1CC[C@H]2[C@H](COc3ccc(NC(=O)C4CCOCC4)cc3C(=O)N2C)O1
  BioA inh: 0.2
C[C@H]1CN([C@@H](C)CO)C(=O)c2cccc(NC(=O)Nc3ccc(C(F)(F)F)cc3)c2O[C@H]1CN(C)S(C)(=O)=O
  BioA inh: 7.0
C[C@H](CO)N1C[C@H](C)[C@@H](CN(C)Cc2ccc(Cl)c(Cl)c2)Oc2ccc(NC(=O)NC3CCCCC3)cc2C1=O
  BioA inh: 6.8
Cn1cnc(S(=O)(=O)N2CCCCN3[C@H](CO)[C@H](c4ccc(C#CC5CC5)cc4)[C@@H]3C2)c1
  BioA inh: 0.2
CC(C)NC(=O)N(C)C[C@H]1Oc2cc(C3=CCCC3)ccc2S(=O)(=O)N([C@H](C)CO)C[C@@H]1C
  BioA inh: 0.2
C[C@H]1CN([C@@H](C)CO)S(=O)(=O)c2ccc(C#CC3CC3)cc2O[C@H]1CN(C)Cc1ccc(F)cc1
  BioA inh: -2.0
COc1ccc(S(=O)(=O)N(C)C[C@H]2Oc3ccc(N(C)C)cc3C(=O)N([C@@H](C)CO)C[C@H]2C)cc1
  BioA inh: -0.1
C[C@@H]1CN([C@H](C)CO)C(=O)c2cccc(NS(=O)(=O)c3cn(C)cn3)c2O[C@@H]1CN(C)S(=O)(=O)c1ccc(Cl)cc1
  BioA inh: 2.4
CO[C@@H]1CN(C)C(=O)c2ccc(NS(=O)(=O)c3ccccc3)cc2OC[C@H](C)NC[C@H]1C
  BioA inh: 1.7
O=C(C[C@H]1CC[C@H](NC(=O)Nc2ccc(C(F)(F)F)cc2)[C@@H](CO)O1)NCc1cccc(F)c1
  BioA inh: -0.3
CO[C@@H]1CN(C)C(=O)c2cc(NS(=O)(=O)CC(F)(F)F)ccc2OC[C@@H](C)N(C(=O)NC(C)C)C[C@@H]1C
  BioA inh: -1.7
Cc1cccc(S(=O)(=O)N2CC[C@@H]3[C@H]2c2cc(Br)ccc2N(C)[C@H]3CO)c1
  BioA inh: 2.7
COCC#Cc1cnc2c(c1)C(=O)N([C@H](C)CO)C[C@H](C)[C@H](CN(C)C(=O)c1cnccn1)O2
  BioA inh: -1.8
CN1C(=O)c2cc(NC(=O)NCc3ccccc3)ccc2OC[C@H]2O[C@H](CC(=O)O)CC[C@H]21
  BioA inh: 0.4
CC(C)C#Cc1ccc2c(c1)O[C@@H](CN(C)Cc1cncnc1)[C@@H](C)CN([C@H](C)CO)S2(=O)=O
  BioA inh: 3.6
O=C(C[C@@H]1CC[C@@H](NC(=O)Nc2ccc(C(F)(F)F)cc2)[C@H](CO)O1)NCc1ccccn1
  BioA inh: -0.1

C[C@H](CO)N1C[C@H](C)[C@H](CN(C)CC2CC2)Oc2ccc(NC(=O)Cc3ccccc3)cc2CC1=O
  BioA inh: -3.0
COc1ccccc1C#Cc1ccc2c(c1)O[C@@H](CN(C)Cc1cccnc1)[C@@H](C)CN([C@@H](C)CO)S2(=O)=O
  BioA inh: -0.4
Cc1cc(C(=O)Nc2cccc3c2O[C@H](CN(C)S(=O)(=O)c2c(C)noc2C)[C@H](C)CN([C@H](C)CO)C3=O)n(C)n1
  BioA inh: 0.0
COCC(=O)N(C)C[C@@H]1Oc2ncc(-c3ccc(C#N)cc3)cc2C(=O)N([C@@H](C)CO)C[C@@H]1C
  BioA inh: -5.5
C[C@@H]1CN([C@H](C)CO)S(=O)(=O)c2ccc(-c3ccc(F)cc3)cc2O[C@H]1CN(C)S(C)(=O)=O
  BioA inh: 8.3
O=C(Cc1ccccc1)N1CCCCN2[C@H](C1)[C@@H](c1ccc(C#Cc3ccccc3)cc1)[C@@H]2CO
  BioA inh: 3.3
C[C@@H]1CN([C@H](C)CO)C(=O)c2cccc(NC(=O)c3ccncc3)c2O[C@H]1CN(C)Cc1ccccc1
  BioA inh: -1.0
O=C(C[C@H]1C=C[C@H](NS(=O)(=O)c2ccc(F)cc2)[C@@H](CO)O1)NCCN1CCCCC1
  BioA inh: 0.5
C[C@H]1CN([C@@H](C)CO)C(=O)c2cc(-c3ccc(F)cc3)cnc2O[C@@H]1CN(C)C(=O)c1ccc(F)cc1
  BioA inh: 0.4
CC(C)NC(=O)N(C)C[C@@H]1OCCCC[C@H](C)Oc2ccc(NC(=O)c3ccncc3)cc2C(=O)N([C@@H](C)CO)C[C@H]1C
  BioA inh: -2.3
C[C@H](CO)N1C[C@H](C)[C@H](CN(C)Cc2ccc(C(=O)Nc3ccccc3N)cc2)Oc2ccc(NS(C)(=O)=O)cc2C1=O
  BioA inh: -1.2
CO[C@H]1CN(C)C(=O)c2cc(NS(C)(=O)=O)ccc2OC[C@@H](C)N(Cc2nccs2)C[C@@H]1C
  BioA inh: 1.3
C[C@@H]1CN([C@H](C)CO)C(=O)c2cc(NC(=O)Cc3ccccc3)ccc2O[C@@H](C)CCCCO[C@H]1CN(C)Cc1ccccc1
  BioA inh: 15
Cc1ccc(S(=O)(=O)Nc2cccc3c2O[C@H](CN(C)S(=O)(=O)c2ccc(C)cc2)[C@@H](C)CN([C@@H](C)CO)C3=O)cc1
  BioA inh: 4.4
C[C@H]1CN([C@@H](C)CO)C(=O)Cc2cc(NC(=O)Nc3ccc4c(c3)OCO4)ccc2O[C@H]1CN(C)CC1CC1
  BioA inh: 0.3
CC(C)CC#Cc1ccc2c(c1)O[C@H](CN(C)C(=O)C1CCC1)[C@H](C)CN([C@@H](C)CO)S2(=O)=O
  BioA inh: 1.8
CC(C)NC(=O)Nc1cccc2c1O[C@H](CN(C)Cc1ccc(-c3ccccc3)cc1)[C@H](C)CN([C@@H](C)CO)C2=O
  BioA inh: -2.0
O=S(=O)(c1ccc(F)cc1)N1CCCCN2[C@H](CO)[C@H](c3ccc(C#CC4CCCC4)cc3)[C@H]2C1
  BioA inh: 2.3
COc1ccc(S(=O)(=O)N[C@@H]2C=C[C@H](CC(=O)N3CCc4ccccc4C3)O[C@@H]2CO)cc1
  BioA inh: 1.3
COc1ccccc1NC(=O)N1CCCCN2[C@H](C1)[C@H](c1ccc(-c3cccc(C#N)c3)cc1)[C@@H]2CO
  BioA inh: 4.0
CN(C)C(=O)[C@H]1[C@H](CO)[C@H]2Cn3c(ccc(C4=CCCC4)c3=O)[C@@H]1N2S(=O)(=O)c1cn(C)cn1
  BioA inh: -2.9
CC(C)CC#Cc1ccc2c(c1)O[C@H](CN(C)C(=O)Cc1cccnc1)[C@H](C)CN([C@H](C)CO)S2(=O)=O
  BioA inh: 6.3
O=C(C[C@@H]1CC[C@@H]2[C@H](COC[C@@H](O)CN2Cc2cc(F)cc(F)c2)O1)Nc1nccs1
  BioA inh: 0.0
OC[C@@H]1[C@@H](c2ccc(/C=C/c3ccccc3)cc2)[C@H]2CN(Cc3ccncc3)CCCCN12
  BioA inh: -0.6
C[C@@H]1CN([C@@H](C)CO)C(=O)c2cc(NC(=O)CCC(F)(F)F)ccc2O[C@@H](C)CCCCO[C@H]1CN(C)S(=O)(=O)c1ccc(Cl)cc1
  BioA inh: 0.2

CO[C@@H]1CN(C)C(=O)c2cc(NC(=O)c3ccc4c(c3)OCO4)ccc2OC[C@@H](C)N(CCC(F)(F)F)C[C@H]1C
  BioA inh: 0.1
O=C(Cc1ccccc1)N1CCCCN2[C@H](CO)[C@@H](c3ccc(C#CC4(O)CCCC4)cc3)[C@@H]2C1
  BioA inh: 1.2
O=C(C[C@@H]1C[C@H]2c3cc(NC(=O)c4ccc5c(c4)OCO5)ccc3O[C@H]2[C@H](CO)O1)NCCN1CCCCC1
  BioA inh: -0.5
C[C@@H]1CN([C@H](C)CO)C(=O)Cc2cc(NC(=O)CCCCCC(=O)Nc3ccccc3N)ccc2O[C@@H]1CN(C)Cc1ccc2c(c1)OCO2
  BioA inh: -0.5
COc1ccc(NC(=O)N(C)C[C@@H]2Oc3c(NC(=O)Nc4ccc(F)cc4)cccc3C(=O)N([C@H](C)CO)C[C@@H]2C)cc1
  BioA inh: 3.2
